Bioassay records: PubChem BioAssay, several laboratories
HIF activator – HIF pathway transcriptional activation; U2OS HRE-luciferase reporter, luminescence; normalized: DMSO 0%, desferrioxamine 100%; activation, % at 7.5 µM (by protocol); 300,000 tested, 0.32% active; AID 1910;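 active = mean activation of at least 10% of the iron chelator positive control signal, with at least half of replicates also reaching 10%; inconclusive = mean and replicate majority disagree about reaching 10%; inactive = mean and most replicates under 10%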
HSF1 inhib – HSF1 inhibition | NIH3T3-HGL HSE-luciferase, MG132-induced, luminescence 8 h; stronger effect = lower value | activity change, negative = inhibition, % at 7.5 µM (by protocol) | 300,000 tested, 0.77% active;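 active = more than half of replicate wells show activity change below -50%, luminescence cut by over half; inconclusive = some wells, but at most half, below -50%; inactive = no replicate well below -50%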;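 also: luciferase reports HSF-1 transcriptional activity via heat shock element; 0% = median of DMSO wells and -100% = zero luminescence signal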
KLF5 inh – inhibitors of KLF5 expression | DLD-1 KLF5 promoter-luciferase reporter, luminescence | inhibition, % at 5 µM | 290,000 tested, 0.23% active | AID 1700;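 active = inhibition above a per-plate limit of that plate's mean compound inhibition plus 3 SD, cut at about 60% in these data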;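 also: 0% = DMSO wells and 100% = LY294002 at 200 µM; higher means less KLF5 promoter-driven luciferase light; inactives centre near -14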
HDAC3 inhib – inhibitors of human histone deacetylase 3; inhibition, % at 8.3 µM; O15379; 320,000 tested, 0.15% active; recombinant HDAC3, fluorogenic peptide/trypsin coupled, fluorescence; in the data active = inhibition above about 26%, passing the limit was not always enough; inconclusive = no clear call, values can overlap the other calls
Target sequence (O15379 whole entry, looked up): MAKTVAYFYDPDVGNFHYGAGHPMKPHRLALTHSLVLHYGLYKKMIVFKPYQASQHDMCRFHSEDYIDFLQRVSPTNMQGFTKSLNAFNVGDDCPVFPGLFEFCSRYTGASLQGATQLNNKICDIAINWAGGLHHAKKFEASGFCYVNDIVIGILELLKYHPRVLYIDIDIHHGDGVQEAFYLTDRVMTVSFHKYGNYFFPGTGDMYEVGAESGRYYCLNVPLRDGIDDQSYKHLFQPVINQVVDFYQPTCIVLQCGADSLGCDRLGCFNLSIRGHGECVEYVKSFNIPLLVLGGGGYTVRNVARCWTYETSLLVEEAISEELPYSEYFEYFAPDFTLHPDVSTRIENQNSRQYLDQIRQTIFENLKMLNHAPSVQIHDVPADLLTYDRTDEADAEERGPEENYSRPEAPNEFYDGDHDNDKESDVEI
IEC-6 cytotox – counter-screen for KLF5 inhibitors: cytotoxicity in IEC-6 cells; inhibition, % at 5 µM; 290,000 tested, 0.78% active; IEC-6 cytotoxicity, luminescence viability; AID 1825; in the data active = inhibition above about 22%;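 also: 0% = plate median of test compound wells and 100% = cytotoxic reference compound wells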
HSF1 activator – increases HSF-1 driven luciferase reporter signal. NIH3T3-HGL HSF-1 luciferase reporter, MG132, 8 h; 100% = twice DMSO control signal. activation, % at 9 µM. 300,000 tested, 1.7% active. AID 504408;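 active = mean replicate activation of at least 50% with a set share of replicates each reaching 50%; inconclusive = only one of those two conditions met; inactive = mean below 50% and too few replicates reaching it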;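 also: 0% = median of the neutral control wells and 100% = twice that signal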
Platelet DG rel – platelet dense granule release activity. human platelet-rich plasma, SFLLRN dense granule ATP release, luminescence. inhibition, %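 (compounds screened at 7.5 µM in platelet-rich plasma)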. 300,000 tested, 0.22% active;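 active = mean replicate score, as percent of positive control, at or above 50; inconclusive = mean below 50 but at least one replicate at or above 50; inactive = mean and every replicate below 50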
HSP90 inh – inhibitors of HSP90 luciferase refolding in rabbit reticulocyte lysate; 290,000 tested, 0.91% active; inhibition, % at 5.6 µM; luciferase refolding luminescence, 3 h;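 active = inhibition above the screen-wide mean plus 3 SD, computed separately per campaign, cut at about 16% in these data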;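 also: 0% = DMSO wells and 100% = 60 µM geldanamycin wells; inhibitors lower the luminescence because luciferase stays unfolded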
AI-2 QS mod – modulators of Vibrio harveyi AI-2 quorum sensing system; Vibrio harveyi JMH597 AI-2 luminescence/OD600 ratio, 9 h; stronger effect = lower value; strain lacks LuxN and CqsS sensors; 0 = neutral-control median; activity change, % at 7.5 µM; 300,000 tested, 0.4% active; in the data active = activity change below about -75%, passing the limit was not always enough; inconclusive = no clear call, values can overlap the other calls;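 also: luminescence divided by OD600 gain over 9 h not by final OD600 alone; inactives centre near 13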
aSyn UTR inh – 5' untranslated region of α-synuclein, MLPCN primary screen; alpha-synuclein 5'UTR reporter, inhibitor activity; 300,000 tested, 0.82% active; AID 1813; inhibition, % (tested at 7.5 µM); in the data active = inhibition above about 60%; inconclusive = no clear call, values can overlap the other calls;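 also: H4 neuroglioblastoma cells stably carrying SNCA 5'UTR luciferase fusion; 0% = DMSO wells and 100% = positive control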
* = called active by the depositor; u = inconclusive; x = no result given.

SMILES	HIF activator	HSF1 inhib	KLF5 inh	HDAC3 inhib	IEC-6 cytotox	HSF1 activator	Platelet DG rel	HSP90 inh	AI-2 QS mod	aSyn UTR inh
COc1ccc(-c2ccc(SCc3cccnc3)nn2)cc1OC	0.7	9	-5	0	1	5	12	3	29	5
CCN(CC)CCCN1C(=O)C2C(C(=O)Nc3ccc(C(C)C)cc3)C3C=CC2(O3)C1C(=O)NC1CCCCC1 (stereo not drawn)	-0.9	-7	-3	-1	-6	1	-2	-4	x	-1
COC(=O)c1cnc(Oc2ccc(NC(=O)NC(=O)c3ccccc3Cl)cc2)cc1C(F)(F)F	3.1	-23	-25	2	-3	-25	1	3	16	-63
Cc1ccc(CNC(=O)/C(C#N)=C\c2ccc(N(C)C)cc2)cc1	-42	0	-24	0	-3	14	-9	-2	19	-16
COc1ccc(C2N(c3ccccc3)CCN2c2ccccc2)cc1O	0.6	-3	-1	-4	8	-7	1	3	14	-29
CC(=O)c1c(C)[nH]c(C(=O)Nc2cc(S(=O)(=O)N(C)C)ccc2C)c1C	0.1	-4	12	0	-3	-5	6	-5	18	12
CC(=O)N/N=C(\N)c1nonc1N	-0.4	-20	8	-5	3	-9	-14	1	31	-15
COC(=O)c1ccc2c(=O)n(CCN3CCOCC3)c(SCC(=O)NCc3ccccc3)nc2c1	0.3	1	-15	-4	2	22	3	-2	43	-19
Cc1ccc(Oc2cc(NC(=O)CCCn3nc(C)c([N+](=O)[O-])c3C)cc([N+](=O)[O-])c2)cc1	-0.4	11	-14	0	1	6	-13	-3	15	33
CCC(Cc1ccccc1)NC(=O)Cn1cccc1C(=O)c1ccccc1 (stereo not drawn)	-0.7	9	-6	14	-1	33	3	-3	3	28

Brought forward from above: two compounds, then new ones.
SMILES	HIF activator	HSF1 inhib	KLF5 inh	HDAC3 inhib	IEC-6 cytotox	HSF1 activator	Platelet DG rel	HSP90 inh	AI-2 QS mod	aSyn UTR inh
Cc1ccc(Oc2cc(NC(=O)CCCn3nc(C)c([N+](=O)[O-])c3C)cc([N+](=O)[O-])c2)cc1	-0.4	11	-14	0	1	6	-13	-3	15	33
CCC(Cc1ccccc1)NC(=O)Cn1cccc1C(=O)c1ccccc1 (stereo not drawn)	-0.7	9	-6	14	-1	33	3	-3	3	28
NC(=S)N/N=C/c1ccccc1OCCSc1ccc(Cl)cc1	0.0	30	-22	x	0	32	-6	4	13	2
COc1ccc(CNC(=O)CNC(c2ccccc2)c2ccccc2)cc1OC	-0.5	-3	-10	2	-1	-4	5	2	10	-9
CCN(CC)C(=O)CSc1nc2ccccc2c(=O)n1CC1CCCCC1	-0.3	4	-13	5	4	-4	9	1	3	26
CC1CN(c2ccc(NS(=O)(=O)c3ccccc3)cc2C(=O)O)CC(C)O1 (stereo not drawn)	0.6	3	7	-2	-1	8	5	0	20	9
O=C(C1CCC(Cn2c(=O)[nH]c3ccccc3c2=O)CC1)N1CCN(c2ccccc2)CC1 (stereo not drawn)	-0.2	-2	6	0	3	4	2	6	3	12
O=C(Nc1cccnc1)c1cccc([N+](=O)[O-])c1	-0.4	10	-33	-3	-2	27	0	-5	15	-4
O=C(Nc1c[nH]c(=O)[nH]c1=O)c1cccc([N+](=O)[O-])c1	-0.5	-10	-24	13	-2	-9	4	-3	17	2
Cc1nnc2c(SC(C)C)nc3ccccc3n12	-0.6	-7	-15	5	0	2	-5	0	29	28
Brc1ccc(-c2csc(N3CCc4ccccc4C3)n2)cc1	0.5	21	-28	1	6	32	-8	2	-8	11
Clc1cccc(NCc2ccccc2)n1	1.0	0	-13	11	2	-11	-3	5	6	-28
CC(=O)N1CCCC(N2CCN(c3cccc(C(F)(F)F)c3)CC2)C1 (stereo not drawn)	0.3	-4	-13	2	-2	11	-3	1	10	9
Cc1nc(SCC(=O)c2ccc(F)c(F)c2)[nH]c(=O)c1Oc1ccc(F)cc1	0.1	3	-16	7	1	-3	-7	-2	0	4
Cc1ccc(OCc2nnc(SCc3cc(=O)[nH]c4ccccc34)n2-c2ccccc2)cc1	0.2	-1	-18	11	-1	10	-5	4	20	29
COC(=O)/C(=N\Nc1ccccc1)Sc1nnc(-c2ccc(OC)cc2)n1C	1.2	-9	-38	4	-1	7	12	0	18	-15
Cn1nnc(NC(=O)C(c2ccccc2)c2ccccc2)n1	-0.2	5	-44	1	4	34	8	0	8	1
COc1ccc(N2CCN(C(CNC(=O)C(C)(C)C)c3cccnc3)CC2)cc1 (stereo not drawn)	-0.2	-8	-4	2	2	4	2	4	19	3
COc1ccc(Oc2ccc(C(F)(F)F)cc2NC(=O)c2ccc(F)cc2)cc1	-0.7	-15	-26	6	0	-29	-6	-1	13	0
Nc1n[nH]c(C(F)(F)F)c1-c1ccccc1	-0.2	-4	16	6	-10	12	15	-3	0	-7
COc1cc(CCC(=O)Nc2cccc(C(F)(F)F)c2)cc(OC)c1OC	-0.4	6	-16	8	-3	1	-12	4	7	2
CCCN1CCN(C(=O)C2CCN(c3nnc(C)c4c(C)n(-c5ccc(C)cc5)nc34)CC2)CC1	0.7	4	-5	0	-1	5	1	-3	18	7
Cc1cccc(NC(=O)CSc2nnc(Cn3cnc4ccccc43)o2)c1	-0.2	-2	-49	-5	-1	-3	-4	0	21	25
COC(=O)c1ccc2c(=O)n(Cc3ccc4c(c3)OCO4)c(SCC(=O)N3CCCC3)nc2c1	-0.4	1	17	3	7	-7	3	3	-4	-7
Cc1cc(C)cc(OCC(=O)OCC(=O)N(CC(C)C)c2c(N)n(Cc3ccccc3)c(=O)[nH]c2=O)c1	-0.3	-3	x	-18	x	-11	-11	x	22	4
O=C(NNC(=O)c1ccccc1C(=O)O)c1cc2ccccc2o1	0.8	6	1	5	1	19	4	2	10	-20
Cc1nn(C(=O)CNS(=O)(=O)c2ccccc2)c(C)c1Sc1ccc(Cl)cc1	0.0	3	2	-7	-3	-3	-44	-5	35	-9
O=C(Cc1ccccn1)Nc1ccccc1	-0.3	-8	-32	8	-2	-11	8	-3	25	13
CCOc1ccccc1CN1C(=O)NC2(CCCCCC2)C1=O	0.2	-3	-27	3	-2	5	-9	2	22	13
O=C(CCC(=O)Nc1ccc(F)cc1)N/N=C/c1cc([N+](=O)[O-])ccc1O	0.1	-6	10	x	10	-13	3	6	-14	-7
O=C(c1cc2sccc2n1Cc1ccccc1)N1CCCc2ccccc21	-39	11	-6	8	-2	18	2	8	38	19
CC(Oc1ccc(-c2ccccc2)c(F)c1)c1ccn(S(=O)(=O)c2ccc(Cl)cc2)n1 (stereo not drawn)	1.1	7	-28	-1	1	34	5	0	15	-16
Cc1cccc(OCC2CCCN(Cc3nc(C4CC4)no3)C2)c1 (stereo not drawn)	-0.1	-3	-15	u	-5	10	1	0	15	14
O=c1[nH]c2cc3c(cc2cc1CN(CCCO)Cc1nnnn1Cc1ccc(F)cc1)OCO3	-0.3	-10	-26	-9	0	10	8	2	37	0
CCC1Oc2ccccc2N(CC(=O)NCCN2C(C)CCCC2C)C1=O (stereo not drawn)	-0.3	1	-11	-2	2	-21	5	2	13	26
C=CCNC(=O)CCCC(=O)NCC=C	0.7	-9	-2	-3	-5	-6	-2	-4	10	7
CCOc1ccc(C(=O)C2CCN(CC(=O)Nc3ccccc3N3CCOCC3)CC2)cc1	-0.2	14	-15	-5	-9	-4	-12	-5	7	11
Cc1cccc2sc(NC(=O)CSc3cn[nH]n3)nc12	0.7	-1	-11	2	5	17	4	0	12	13
CCCCSc1[nH]c(=O)c(C(=O)OCC)cc1C#N	0.0	-4	-48	2	-7	-4	-6	4	1	9
CCOC(=O)c1c(C)c(C(=O)N(C)C2CCCCC2)c(C)n1C	0.3	6	-18	-1	0	21	10	-4	-1	-26
Cc1ccc(SCC(=O)c2ccc[nH]2)cc1	3.5	19	-51	1	-1	0	9	0	1	-126
CCC(=O)Nc1nc(-c2ccccc2)ns1	1.7	10	-223	-3	9	17	1	2	17	-211
CC(=O)c1ccc(N2CCN(C(=O)c3ccc4nc[nH]c4c3)CC2)cc1	0.3	-6	-15	8	-6	-6	-51	-1	36	-3
COc1ccc(Nc2cc(C(=O)NCCCN3CCOCC3)c3ccccc3n2)cc1	0.6	-3	-25	-2	6	12	-5	-4	53	-50
Cc1nc(-c2ccccc2)sc1-c1n[nH]c(=S)n1C	0.4	-25	-3	11	2	-37	1	4	33	-51
CC(C)Oc1ccc(C(=O)NC2CCN(Cc3ccccc3)CC2)cc1	1.5	-6	-14	-1	3	-10	7	-1	2	8
CCC(C)SCC(=O)Nc1ccc(S(=O)(=O)N2CCOCC2)cc1OC (stereo not drawn)	-0.1	7	11	1	-10	5	9	3	13	13
Cc1ccc2ccc(S(=O)(=O)NCc3ccccn3)cc2c1	4.5	2	-64	-2	2	18	1	-1	14	-38
O=C(CCCn1c(SCC(=O)Nc2ccccc2Cl)nc2ccccc2c1=O)NCC1CCCO1 (stereo not drawn)	0.2	0	-14	4	1	18	4	-1	27	9
O=C(Cc1ccc(-n2c(=O)[nH]c3ccsc3c2=O)cc1)NCc1cccnc1	0.3	-8	10	-2	-2	-4	-9	-2	35	-5
O=C(COc1ccc2c3c(c(=O)oc2c1)CCC3)N1CCCCC1	0.7	19	-40	-18	6	32	0	-4	-2	-82
Cc1ccc(C2=NN(C(=O)CSc3nccn3C)C(c3ccco3)C2)cc1 (stereo not drawn)	4.0	3	4	8	18	-3	1	-3	10	-29
Going on with the list.
SMILES	HIF activator	HSF1 inhib	KLF5 inh	HDAC3 inhib	IEC-6 cytotox	HSF1 activator	Platelet DG rel	HSP90 inh	AI-2 QS mod	aSyn UTR inh
Cc1ccc(O)c(NC(=O)C2=CC(c3ccco3)=NS(=O)(=O)N2C)c1	-0.3	-9	-13	7	-2	-1	20	-3	10	-7
Cc1[nH]nc2c1C1(CCC3(CC1)OCCO3)C(C#N)=C(N)O2	0.2	15	-6	-6	7	28	5	4	9	14
CCC(C)NCc1ccc(C(=O)OC)o1 (stereo not drawn)	-0.3	-3	-38	-1	-4	-12	-1	-1	13	5
COc1ccccc1NC(=O)N1CCC(NC(=O)C(Cc2ccccc2F)NC(C)=O)CC1 (stereo not drawn)	-0.4	-8	-21	-2	-7	3	-9	-5	12	-5
Cc1ccc(Oc2nc3ccccc3n3cccc23)cc1	-0.3	-37	4	-3	4	-46	9	-3	4	26
C=CCNc1nc(C(=O)OCC(=O)c2ccc(F)cc2)cs1	1.3	11	x	7	x	4	-2	x	32	1
Cc1c(Cl)cccc1-n1c(SCC(=O)N2CCC(C(=O)O)CC2)nc2ccccc2c1=O	-0.9	0	5	5	0	34	-1	-1	-4	2
CCN(CC)CCCN=C(N)N	-1.0	0	-6	1	-4	-10	-2	4	3	-5
CC1CN(S(=O)(=O)c2ccc(C(=O)Nc3nnc(-c4ccc5c(c4)CCCC5)o3)cc2)CC(C)O1 (stereo not drawn)	-0.3	3	-26	-10	5	11	38	2	6	76*
O=C(O)CCCC(=O)Nc1ccccc1C(=O)N1CCOCC1	-0.5	-6	-14	3	3	-7	-2	-2	22	-1
Cc1cc2ccccc2n2c(SCC(=O)N3CCOCC3)nnc12	-0.2	-5	2	4	4	5	8	-1	11	-16
